# Abeta yeast res: qHTS for compounds that reverse cellular toxicity of Amyloid beta (A-beta) peptide in yeast: Primary Screen. AID 1347071, 2019. Potency, µM (top dose mostly 46.1 µM), without a hit: at the highest dose growth rescue, most hits filed as activators. hit rate 0.063% among 410,000. yeast expressing A-beta42, growth rescue, OD600, 48 h; response scale: 0% DMSO, 100% iron-clioquinol control; note: potency is the fitted concentration of half-maximal effect; nearly all actives have a fitted effect of over 55% in size
#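 Yeast growth medium received pinned compounds, then yeast cells expressing toxic A-beta were added; plates incubated at 30 C for 48 hr. Growth read as absorbance at 600 nm, normalized to DMSO and equimolar FeCl3 plus clioquinol controls.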
# GLP1R inv ag: qHTS of GLP-1 Receptor Inverse Agonists (Inhibition Mode); hit rate 1.6% among 410,000; AID 624417, 2012; Glucagon-like peptide 1 receptor (Homo sapiens), P43220; Potency, µM (highest dose often 38.3 µM), for inactives: at the top dose activity change, negative = inhibition, actives largely listed as inhibitors; HEK293 GLP-1R CRE-luciferase, luminescence, 24 h; GLP-1R form is constitutively active; note: potency is the fitted concentration of half-maximal effect; % is set by controls: 0 for no effect and ±100 for the full control effect; nearly all actives have a fitted effect of over 55% in size
# Target sequence (P43220 whole entry, looked up): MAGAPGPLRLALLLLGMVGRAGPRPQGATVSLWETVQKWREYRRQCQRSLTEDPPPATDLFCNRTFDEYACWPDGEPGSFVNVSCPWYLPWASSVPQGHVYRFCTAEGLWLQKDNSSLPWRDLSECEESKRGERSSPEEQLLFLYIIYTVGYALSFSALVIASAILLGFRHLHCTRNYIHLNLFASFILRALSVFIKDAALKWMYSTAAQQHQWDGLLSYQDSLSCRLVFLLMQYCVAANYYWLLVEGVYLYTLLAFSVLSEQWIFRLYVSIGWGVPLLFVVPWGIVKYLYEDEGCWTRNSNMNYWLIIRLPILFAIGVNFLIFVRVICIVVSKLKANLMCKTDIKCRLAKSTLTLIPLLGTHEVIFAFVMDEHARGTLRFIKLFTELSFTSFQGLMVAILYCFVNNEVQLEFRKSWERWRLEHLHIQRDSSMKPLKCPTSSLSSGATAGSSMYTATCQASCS
#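 Assay principle: reduced luminescence from a cAMP-responsive reporter in HEK293 cells co-expressing a constitutively active GLP-1R. Conditions: 24 hr compound incubation, 37 deg C, 5% CO2.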
# pAkt inh: HTS Assay for Inhibitors of Akt Phophorylation: Primary Screen; Neuro2A IGF-stimulated pAkt S473 HTRF, 20 min; hits give low values; activity change, % for hits at 50 µM; hit rate 0.32% among 360,000; AID 651550, 2012; in the data active = activity change below about -80%; inconclusive = mostly about -51% to -80%; note: % is set by controls: 0 for no effect and ±100 for the full control effect
#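 Neuro2A cells (4,500/well, DMEM with 0.5% FBS) were treated with compound at a single 50 µM final concentration, stimulated with 6 nM IGF for 20 min at 37 °C, and lysed. Phospho-Akt Ser473 was read by HTRF as 665/615 ratio ×10^4.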
# TDP43 rescue: qHTS of TDP-43 Inhibitors | TDP-43 expressing yeast growth rescue, BacTiter-Glo, 24 h | Potency, µM (series often up to 46.1 µM), for the others: top-dose growth rescue (activation), actives largely listed as activators | hit rate 1.8% among 410,000; note: potency is the fitted concentration of half-maximal effect; % of control where 0% means no effect; nearly all actives have a fitted effect of over 50% in size
#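 Readout is BacTiter-Glo luminescence of cell growth, so inhibitors register as activators. TDP-43-expressing yeast at OD600=0.02 in galactose medium, after raffinose pregrowth to mid-log, were incubated with compound for 24 hr at 30 deg C.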
# aSyn yeast inh: qHTS of alpha-syn Inhibitors | Yeast expressing alpha-synuclein, growth rescue, BacTiter-Glo, 24 h | Potency, µM (highest dose often 46.1 µM), for inactives: at the highest dose growth rescue (activation), hits mostly activators | hit rate 0.14% among 370,000; note: potency is the fitted concentration of half-maximal effect; % of control where 0% means no effect; nearly all actives have a fitted effect of over 65% in size
#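 Galactose-induced alpha-syn yeast (OD600=0.02, raffinose-pregrown) + pinned cpd, 24 hr, 30 deg C; growth by BacTiter-Glo luminescence. Growth restoration scores as activation.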
# PTHR1 ag: qHTS for PTHR1 Agonists: Primary Screen; Parathyroid hormone/parathyroid hormone-related peptide receptor (Homo sapiens), Q03431; HEK293 GP2 PTHR1 cells, GloSensor cAMP luminescence, 1 h; Potency, µM (titrated, usually from 115 µM), inactives show top-dose activation, actives largely listed as activators; hit rate 0.075% among 410,000; note: potency is the fitted concentration of half-maximal effect; nearly all actives have a fitted effect of over 55% in size; some results filed as inactive show a strong effect at the top dose; inactives centre near -15; many of its hits are not listed in these tables
#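 HEK-293-derived GP2 cells expressing PTHR1 and a GloSensor cAMP reporter, 3,000/well, plated overnight, given luciferin plus IBMX (each 0.5 mM as added) for 1 h at 37 °C, then compound for 1 h at 37 °C. Luminescence was read after 15 min at room temperature.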
# FUS suppressor: qHTS for Suppressors of FUS Proteinopathy: Primary screen using FUS-linked yeast assay | S. cerevisiae FUS-expressing, growth rescue, OD600, 24 h | Potency, µM (top dose mostly 76.6 µM), without a hit: at the top dose growth rescue (activation), usual class: activators | hit rate 0.24% among 390,000;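 note: potency is the fitted concentration of half-maximal effect; plate controls were DMSO vehicle for no effect and reference control for full effect; nearly all actives have a fitted effect of over 55% in size; some results filed as inactive show a strong effect at the top dose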
#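 FUS-expressing yeast, raffinose-pregrown, induced in 2% galactose minimal medium at OD 0.005; compounds in a dilution series, 24hr at 30C. Growth restoration read as absorbance at 600 nm. CP55940 positive control, DMSO negative.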
# GLP1R ag: qHTS of GLP-1 Receptor Agonists; hit rate 0.007% among 380,000; Glucagon-like peptide 1 receptor (Homo sapiens), P43220; HEK293 GLP-1R CRE-luciferase, luminescence, 4-6 h; cells express a hypersensitive GLP-1R form; Potency, µM (top dose mostly 45.6 µM), for the others: at the top dose activation, most hits filed as activators; AID 624172, 2012; note: potency is the fitted concentration of half-maximal effect; % of control where 0% means no effect
# DRD3 antagonist: qHTS of D3 Dopamine Receptor Antagonist: qHTS; D(3) dopamine receptor (Homo sapiens), P35462; D3R cells, DiscoveRx beta-arrestin luminescence, antagonist mode; hits give low values; max response, negative = inhibition, %; hit rate 2.5% among 360,000; AID 652054, 2013; in the data active = max response below about -50%; inconclusive = no clear call, values can overlap the other calls; note: % is set by controls: 0 for no effect and ±100 for the full control effect; mostly tested at two doses, the higher about 12 µM
# Target sequence (P35462 whole entry, looked up): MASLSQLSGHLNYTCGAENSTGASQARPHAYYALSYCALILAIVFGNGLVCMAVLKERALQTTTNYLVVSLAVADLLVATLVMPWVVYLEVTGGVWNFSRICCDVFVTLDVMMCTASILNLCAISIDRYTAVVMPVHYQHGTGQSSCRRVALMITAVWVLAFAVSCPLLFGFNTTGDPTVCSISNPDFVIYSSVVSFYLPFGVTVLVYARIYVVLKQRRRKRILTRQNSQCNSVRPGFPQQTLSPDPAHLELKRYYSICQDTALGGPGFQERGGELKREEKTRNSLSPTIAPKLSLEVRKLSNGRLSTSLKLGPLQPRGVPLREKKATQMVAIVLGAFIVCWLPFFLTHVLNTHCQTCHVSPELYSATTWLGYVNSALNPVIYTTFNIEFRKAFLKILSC
#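 Cells plated overnight at 1500 cells/well, then exposed to library compounds with dopamine controls for 90 minutes at 37 degrees C. DiscoveRx reagent added for 30–60 minutes at room temperature; luminescence read, quantitative HTS format.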
# Starred values were filed as active, the others as inactive; i = inactive; ? = inconclusive; . = no result given; & = joins results of further samples; [ ] = another dose, or the depositor's remark. Unless noted, calls come from the whole dose curve; as a rule, active = well fitted curve in the direction sought with a large enough effect; inconclusive = small, poorly fitted or top-dose-only effect, or another doubt; inactive = no such curve, though single readings can be large; an effect the other way counts as inactive or inconclusive. This is a subset (hit frequency here may not be typical).
structure,Abeta yeast res,GLP1R ag,PTHR1 ag,FUS suppressor,pAkt inh,TDP43 rescue,aSyn yeast inh,GLP1R inv ag,DRD3 antagonist
COc1ccccc1CC(=O)N1CCCc2cc(C)ccc21,-4%,16%,i,6%,i,0%,23%,?,36
COc1ccc(CN2C(=O)c3oc4ccccc4c(=O)c3C2c2ccc(O)cc2)cc1 (stereo unspecified),-6%,.,-12%,-11%,.,1%,.,7%,.
COC(=O)c1sc(NC(=O)/C=C/c2ccc(C)cc2)nc1C,12%,-2%,i,.,i,0%,0%,9%,-12
O=C(O)c1ccc(-n2cccc2)cc1O,-11%,-7%,-5%[57.5 µM],12%,i,?,0%,2%,-19
COc1cc2c(cc1OC)C(c1ccccc1)N(C(=O)CSCC(=O)O)CC2 (stereo unspecified),9%,-2%,-2%,-2%,i,15%,-2%,1%,5
Cc1ccccc1CSc1nnc(Cn2c(=O)sc3ccccc32)n1C,14%,10%,17%,1%,i,-8%,10%,-29%,-18
Cc1ccc(OCC(=O)Nc2cc(S(=O)(=O)N3CCOCC3)ccc2Cl)c([N+](=O)[O-])n1,-2%,12%,i,21%,i,-2%,-12%,34%,-2
CC(C)(C)c1ccc(C(=O)N/C(=C/c2cccs2)C(=O)NCc2ccco2)cc1,-6%,0%,0%,.,i,-25%,2%,?,-13
CC(C)Sc1nc2ccccc2n2cnnc12,-16%,?,-83%,12%,i,?,4%,184%[activator],4
COc1ccccc1NC(=O)CSc1oc(-c2ccco2)nc1S(=O)(=O)c1ccc(C)cc1,-8%,.,i,?,.,5%,.,-19%,.
COc1cc(C(=O)c2cocc2C(=O)c2ccc3c(c2)OCO3)cc(OC)c1OC,-6%,13%,i,22%,i,-2%,6%,?,-20
CCOC(=O)C1CCCN(S(=O)(=O)c2cc3c4c(c2)CC(=O)N4CCC3)C1 (stereo unspecified),-8%,.,-7%,?,.,16%,.,8%,.
O=C(CSc1nnc2ccccn12)Nc1ccccc1C(=O)NC1CC1,10%,0%,i,7%,i,1%,-9%,-1%,-5
CCOC(=O)c1c(S(=O)(=O)N(C)C2CCCCC2)c(C)n(C)c1C,-8%,-2%,i,13%,i,21%,-6%,-2%,6
CC1CCCC(NC(=O)C2CCN(S(=O)(=O)N3CCC4(CC3)OCCO4)CC2)C1C (stereo unspecified),14%,3%,-2%[57.5 µM],14%,i,-4%,6%,0%,7
COc1ccc(NC(=O)COC(=O)/C=C/c2ccccc2[N+](=O)[O-])cc1OC,14%,0%,i,.,i,10%,0%,16%,4
CC1(C)CC2CC(C)(CN2Cc2cccc([N+](=O)[O-])c2)C1 (stereo unspecified),-5%,-5%,-21%,-13%,i,2%,1%,-9%,-24
C[C@@H]1CCCCO[C@H](CN(C)C)[C@H](C)CN([C@@H](C)CO)C(=O)c2cc(NC(=O)Nc3ccc(C(F)(F)F)cc3)ccc2O1,10%,-2%,-22%,3%,i,3%,-7%,?,13
O=C(COc1ccccc1Br)Nc1ccc2c(c1)OCCCO2,13%,?,-28%,0%,i,29%,19%,?,1
Nc1nc2ccccc2nc1N,3%,-5%,i,-14%,i,-6%,-16%,6%,1

# Continued.
structure,Abeta yeast res,GLP1R ag,PTHR1 ag,FUS suppressor,pAkt inh,TDP43 rescue,aSyn yeast inh,GLP1R inv ag,DRD3 antagonist
Clc1ccc(-c2c[n+](Cc3cccc(Cl)c3)c3n2CCC3)cc1,14%,-6%,i,10%,i,-9%,7%,-14%,-13
COc1ccc(-n2c(=O)cc(N3CCN(c4ccccc4OC)CC3)[nH]c2=O)cc1,-3%,-7%,-6%[57.5 µM],15%,.,-22%,0%,-7%,32
CCOC(=O)c1cc2c(ccn2C)n1CC(=O)N(Cc1ccccc1)c1ccccc1,-8%,1%,-82%[inhibitor],.,i,-24%,12%,13µM*,?
O=Cc1c(-c2ccccc2)cc2oc3ccccc3cc1-2,-9%,16%,-29%,-4%,i,7%,3%,12%,-6
COc1cc(OC)cc(C(=O)OCC(=O)c2ccc(S(=O)(=O)N3CCCCC3)cc2)c1,-20%,5%,i,.,i,-21%,-6%,2%,-20
CC1CN(C(=O)c2cc3cc([N+](=O)[O-])ccc3oc2=O)CC(C)O1 (stereo unspecified),3%,9%,i,8%,i,-8%,10%,-17%,3
CCOc1ccc(C(=O)NCC(=O)NCC2CCCCC2)cc1OCC,1%,7%,i,12%,i,-4%,1%,-11%,-3
O=C1C(Cc2c[nH]c3ccccc23)NC(=S)N1Cc1ccccc1 (stereo unspecified),-1%,8%,i,47%,i,-8%,6%,?,-3
COc1ccc(Cl)cc1N(CC(=O)N/N=C/c1ccc(OCC(N)=O)cc1)S(C)(=O)=O,7%,12%,i,11%,i,-3%,3%,5%,-2
Cc1noc(C)c1S(=O)(=O)NCCc1csc2nc(-c3ccc(Cl)cc3)nn12,-11%,.,-36%[inhibitor],-1%,.,23%,.,-14%,.
CC1CCN(c2nc3c(S(=O)(=O)c4cccc(Cl)c4)nnn3c3ccsc23)CC1,6%,.,-25%,-1%,.,7%,.,10%,.
Cc1ccccc1-n1c(SCC(=O)Nc2ccccc2)nc2nc3c(cc2c1=O)CCCC3,2%,-4%,i,.,i,0%,2%,?,0
CC(C)(C)OC(=O)N1CCC(CNC(=O)c2ccc(F)cc2F)CC1,10%,4%,i,9%,i,-8%,-1%,-23%,8
CCOC(=O)C1(Cc2ccc(Cl)cc2)CCN(C(=O)C2CCCO2)CC1 (stereo unspecified),24%,0%,i,8%,i,12%,8%,-3%,-14
[O-]/C(=C(\C(=S)Nc1ccccc1F)[n+]1ccccc1)c1ccc(-c2ccccc2)cc1,8%,-14%,-5%,-1%,i,?,0%,-11%[0.307 µM],6
COC(=O)c1ccc(C(NC(=O)OCc2ccccc2)/C(C)=C/[C@@H](C)C(=O)NCc2ccc(OC)c(OC)c2)cc1 (stereo partly specified),-5%,6%,i,?,i,6%,0%,-25%,7
CCN(CC)CCCN(Cc1cc2cc3c(cc2[nH]c1=O)OCO3)C(=S)NCCOC,-14%,0%,-26%,-8%,i,-3%,?,16%,7
Cn1c(=O)c(=O)n(C)c2cc(S(=O)(=O)N3CCN(c4ccccc4F)CC3)ccc21,-13%&2%,-1%&-5%,11%,-15%&19%,i,-23%&-22%,-1%,6%&12%,2
CCc1ccc(NC(=O)c2ccc(F)c(S(=O)(=O)N3CCC(C)CC3)c2)cc1,-22%,.,-56%,-3%,.,15%,.,-28%,.
OC(c1cc(Cl)cc(Cl)c1)c1ncc(-c2ccccc2F)[nH]1 (stereo unspecified),0%,-2%,i,-11%,i,11%,13%,?,0

# (cont.)
structure,Abeta yeast res,GLP1R ag,PTHR1 ag,FUS suppressor,pAkt inh,TDP43 rescue,aSyn yeast inh,GLP1R inv ag,DRD3 antagonist
COc1ccc(OC)c2nc(-c3ccc4c(c3)OCO4)ccc12,-13%,20%,-38%[inhibitor],7%,i,0%,0%,9%,13
Cc1ccccc1CC(=O)Nc1ccc2c(c1)c(=O)n(C)n2-c1cccs1,-22%,10%,-13%,9%,i,-5%,1%,-32%,-4
Cc1sc2ncnc(Sc3ccccc3C(=O)Nc3ccccc3Cl)c2c1C,-5%,21%,-11%,20%,i,7%,0%,14%,24
COC(=O)c1c(NC(=O)C(C)C)sc2c1C(C(=O)OC)CC2 (stereo unspecified),-7%,8%,-3%[57.5 µM],9%,i,16%,4%,-1%,?
COc1ccc2oc(C(=O)OC(C)C(=O)NCc3ccccc3)c(C)c2c1 (stereo unspecified),5%,18%,-1%,0%,i,-14%,4%,-22%,7
CC1=C(C(=O)Nc2ccccc2)C(c2ccco2)C(C#N)=C(SCC(N)=O)N1 (stereo unspecified),12%,3%,i,23%,i,-8%,-1%,-15%,14
N#CCCN(C(=O)CSc1nnc(-c2ccncc2)n1C1CC1)c1ccccc1,1%,-1%,i,.,i,4%,0%,1%,-2
O=C(Nc1nnc(S(=O)(=O)N2CCCC2)s1)c1ccccc1F,-1%&-3%,-1%,-21%&-24%,-14%&21%,i,29%&13%,0%,10%&-8%,-11
Cc1ccc2onc(CC(=O)Nc3cccc(C(F)(F)F)c3)c2c1,16%,.,-8%,-7%,.,8%,.,?,.
Cc1ccccc1OCC(O)COc1ccccc1C,?,19%,-11%,7%,i,10%,17%,?,-21
CCOc1cc(C(C#N)N2CCCCC2)ccc1OC (stereo unspecified),14%,-5%,?,13%,i,-6%,-10%,-3%,23
CSc1ccccc1C(=O)NCc1ccc(F)cc1,-8%,0%,i,-21%,i,24%,0%,12%,-6
Cc1ccc(Nc2nc(N)nc(CN3CCN(c4ccccc4F)CC3)n2)cc1,21%,2%,-27%,34%,i,2%,-10%,?,-8
CC(C)C[C@H](NC(=O)c1nc[nH]c1C(=O)NCCCCCN)C(=O)OCc1ccccc1,-3%,6%,-16%,0%,i,7%,8%,1%,-17
